Screening results as filed in PubChem BioAssay.
EPAC1 antag – EPAC1 (human) antagonism | O95398 | EPAC1 GEF assay, Rap1b-BODIPY-GDP exchange fluorescence | Potency, µM (top dose mostly 115 µM), for inactives: at the highest dose activity change, negative = inhibition, usual class: inhibitors | 360,000 compounds, 0.14% hits | AID 720709;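 further: plate controls were vehicle for no effect and positive control for full effect; nearly all actives have a fitted effect of over 50% in size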
EPAC2 agonist – activates human EPAC2 exchange factor | Q8WZA2 | EPAC2 activation, biochemical qHTS; response scale: 100% = 6.5 mM cAMP response | Potency, µM (highest dose often 154 µM), for inactives: at the top dose activation, actives largely listed as activators | 360,000 compounds, 0.079% hits; further: nearly all actives have a fitted effect of over 50% in size
Target sequence (Q8WZA2 whole entry, looked up): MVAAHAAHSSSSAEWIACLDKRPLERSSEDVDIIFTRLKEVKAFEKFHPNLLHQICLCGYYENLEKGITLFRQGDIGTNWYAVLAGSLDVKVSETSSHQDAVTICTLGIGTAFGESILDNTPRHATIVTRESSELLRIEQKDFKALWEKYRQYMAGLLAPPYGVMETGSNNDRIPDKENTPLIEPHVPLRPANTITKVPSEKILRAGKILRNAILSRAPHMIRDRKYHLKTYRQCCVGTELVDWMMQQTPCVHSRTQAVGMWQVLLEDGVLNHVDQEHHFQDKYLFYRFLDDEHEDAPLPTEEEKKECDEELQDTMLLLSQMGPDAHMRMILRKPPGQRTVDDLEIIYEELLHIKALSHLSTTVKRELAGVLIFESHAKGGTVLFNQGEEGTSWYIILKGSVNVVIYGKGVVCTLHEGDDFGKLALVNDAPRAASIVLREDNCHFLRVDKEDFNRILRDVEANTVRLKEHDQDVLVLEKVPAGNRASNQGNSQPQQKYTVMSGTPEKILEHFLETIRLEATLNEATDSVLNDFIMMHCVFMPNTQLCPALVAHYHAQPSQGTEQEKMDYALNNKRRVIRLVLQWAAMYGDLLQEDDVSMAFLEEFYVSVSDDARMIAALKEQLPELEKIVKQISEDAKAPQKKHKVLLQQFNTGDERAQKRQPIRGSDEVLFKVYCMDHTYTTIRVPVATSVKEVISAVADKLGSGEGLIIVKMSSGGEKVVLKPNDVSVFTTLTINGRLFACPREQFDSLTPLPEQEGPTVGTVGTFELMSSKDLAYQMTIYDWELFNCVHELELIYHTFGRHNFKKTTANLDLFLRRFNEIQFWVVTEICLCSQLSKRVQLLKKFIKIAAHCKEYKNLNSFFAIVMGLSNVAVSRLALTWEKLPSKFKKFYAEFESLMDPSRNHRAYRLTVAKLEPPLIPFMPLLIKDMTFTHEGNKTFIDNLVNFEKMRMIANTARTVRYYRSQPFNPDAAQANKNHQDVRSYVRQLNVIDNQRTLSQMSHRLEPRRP
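In this primary screen, activation is scored as increased exchange of BODIPY-GDP from Rap1B by 100 nM EPAC2, with 50 uM GDP as competitor. Signal is normalized to the 6.5 mM cAMP agonist control.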
TDP43 rescue – inhibitors of TDP-43 toxicity in yeast; AID 652104; TDP-43 expressing yeast growth rescue, BacTiter-Glo, 24 h; Potency, µM (titrated, usually from 46.1 µM), for inactives: at the top dose growth rescue (activation), actives largely listed as activators; 410,000 compounds, 1.8% hits; further: % of control where 0% means no effect; nearly all actives have a fitted effect of over 50% in size
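Yeast expressing TDP-43 (pregrown in raffinose, seeded at OD600=0.02 in galactose medium) exposed to compounds 24 hr at 30 deg C. Growth read by BacTiter-Glo luminescence; rescue of toxicity appears as increased signal.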
FUS yeast rescue – rescues growth of FUS-expressing yeast | S. cerevisiae FUS-expressing, growth rescue, OD600, 24 h | Potency, µM (top dose mostly 76.6 µM), without a hit: top-dose growth rescue (activation), usual class: activators | 390,000 compounds, 0.24% hits;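 further: plate controls were DMSO vehicle for no effect and reference control for full effect; nearly all actives have a fitted effect of over 55% in size; some results filed as inactive show a strong effect at the top dose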
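S. cerevisiae expressing FUS from galactose induction served as the toxicity model. Growth after 24hr at 30C, read as absorbance at 600 nm, indicates suppression of toxicity; compounds dosed at several concentrations.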
PTHR1 agonist – PTHR1 (human) receptor agonism; 410,000 compounds, 0.075% hits; HEK293 GP2 PTHR1 cells, GloSensor cAMP luminescence, 1 h; Potency, µM (series often up to 115 µM), for the others: at the top dose activation, actives largely listed as activators; Q03431; further: nearly all actives have a fitted effect of over 55% in size; some results filed as inactive show a strong effect at the top dose; inactives centre near -15; many of its hits are not listed in these tables
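HEK-293-derived GP2 cells expressing PTHR1 and a GloSensor cAMP reporter, 3,000/well, plated overnight, given luciferin plus IBMX (each 0.5 mM as added) for 1 h at 37 °C, then compound for 1 h at 37 °C. Luminescence was read after 15 min at room temperature.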
EPAC1 agonist – agonists of human EPAC1. O95398. EPAC1 agonist qHTS, biochemical assay; response scale: 100% = response to 6.5 mM cAMP. Potency, µM (top dose mostly 154 µM), inactives show top-dose activation, usual class: activators. 360,000 compounds, 0.073% hits. AID 720707; further: nearly all actives have a fitted effect of over 60% in size
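Nucleotide exchange by EPAC1 (100 nM) on Rap1B–BODIPY-GDP (250 nM) in the presence of 50 uM GDP is tracked fluorescently at 480/540 nm over 30 min. Signals are normalized to a 6.5 mM cAMP control.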
EPAC2 antag – antagonists of human EPAC2; EPAC2 GEF exchange of Rap1B-BODIPY-GDP, fluorescence; Potency, µM (titrated, usually from 114 µM), without a hit: at the top dose activity, negative = inhibition, hits mostly inhibitors; 360,000 compounds, 0.18% hits; AID 720708; further: on the % scale 0 is the no-effect control and ±100 the full control effect; nearly all actives have a fitted effect of over 45% in size; many of its hits are not listed in these tables
aSyn yeast inh – inhibitors of alpha-synuclein toxicity in yeast; 370,000 compounds, 0.14% hits; Yeast expressing alpha-synuclein, growth rescue, BacTiter-Glo, 24 h; Potency, µM (series often up to 46.1 µM), for inactives: at the top dose growth rescue (activation), most hits filed as activators; AID 652106; further: % of control where 0% means no effect; nearly all actives have a fitted effect of over 65% in size
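Readout is rescue of growth in alpha-synuclein-expressing yeast, so inhibitors of toxicity appear as activators. Growth after 24 hr at 30 deg C in galactose medium is quantified by luminescence.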
* = called active by the depositor; i = inactive; ? = inconclusive; / = no result given; & = joins results of further samples; [ ] = remark or other dose. The call rests on the fitted dose curve; in most records, active means well fitted curve in the direction sought with a large enough effect; inconclusive means small, poorly fitted or top-dose-only effect, or another doubt; inactive means no such curve, though single readings can be large; an effect the other way counts as inactive or inconclusive. Potency means the concentration at half of the fitted maximal effect.

Preview (5 entries):
1	Cc1cc(C(=O)COC(=O)c2ccc(Cl)c(S(N)(=O)=O)c2)c(C)n1C1CC1
2	O=c1[nH]c(N2CCc3ccccc32)nc2c1CCCC2
3	Cc1cc2[nH]c(=O)c(=O)[nH]c2cc1S(=O)(=O)N1CCN(c2cccc(Cl)c2)CC1
4	CN(C)c1ccc(S(=O)(=O)N(C)C)cc1NC(=O)Cc1cccc2ccccc12
5	CCc1c(-c2ccccc2)[n+](=O)c2c(n1[O-])CCC2
entry no. | 1 | 2 | 3 | 4 | 5
EPAC1 antag | -6% | -9% | -2% | -2% | 4%
EPAC2 agonist | 2% | 9% | 7% | 1% | 4%
TDP43 rescue | 11% | 6% | 11%&21% | 8% | 9%
FUS yeast rescue | ? | -16% | -16%&-19% | 26% | -4%
PTHR1 agonist | i | -9% | 6% | -14% | i
EPAC1 agonist | -1% | 3% | 9% | -1% | -4%
EPAC2 antag | -3% | 0% | 5% | -20% | 11%
aSyn yeast inh | 4% | 3% | 0% | 0% | 1%

Results, repeating the preview:
1	Cc1cc(C(=O)COC(=O)c2ccc(Cl)c(S(N)(=O)=O)c2)c(C)n1C1CC1
2	O=c1[nH]c(N2CCc3ccccc32)nc2c1CCCC2
3	Cc1cc2[nH]c(=O)c(=O)[nH]c2cc1S(=O)(=O)N1CCN(c2cccc(Cl)c2)CC1
4	CN(C)c1ccc(S(=O)(=O)N(C)C)cc1NC(=O)Cc1cccc2ccccc12
5	CCc1c(-c2ccccc2)[n+](=O)c2c(n1[O-])CCC2
6	CC(Oc1ccc2c(-c3ccccc3)cc(=O)oc2c1)C(=O)NCCN1CCOCC1 (configuration not stated)
7	NC(=S)NN=Cc1nccc2ccccc12
8	COc1cc(CCC(=O)Nc2cc(S(=O)(=O)N3CCOCC3)ccc2OC(C)C)cc(OC)c1OC
9	COc1ccc(-n2c(SCC(=O)NCC3CCCO3)nc3c([nH]c4ccccc43)c2=O)cc1 (configuration not stated)
10	COc1ccccc1NC(=O)N1CCC(NC(=O)C(Cc2ccccc2F)NC(C)=O)CC1 (configuration not stated)
entry no. | 1 | 2 | 3 | 4 | 5 | 6 | 7 | 8 | 9 | 10
EPAC1 antag | -6% | -9% | -2% | -2% | 4% | 20% | 0% | -10% | -25% | -11%
EPAC2 agonist | 2% | 9% | 7% | 1% | 4% | -6% | 8% | -4% | -6% | 3%
TDP43 rescue | 11% | 6% | 11%&21% | 8% | 9% | 6% | 21% | -12% | -5% | -22%
FUS yeast rescue | ? | -16% | -16%&-19% | 26% | -4% | 16% | 2% | 12% | 12% | 8%
PTHR1 agonist | i | -9% | 6% | -14% | i | -6% | -2% | -14% | i | 0%
EPAC1 agonist | -1% | 3% | 9% | -1% | -4% | 1% | 22% | 8% | -2% | 4%
EPAC2 antag | -3% | 0% | 5% | -20% | 11% | 1% | 2% | 1% | 15% | 2%
aSyn yeast inh | 4% | 3% | 0% | 0% | 1% | -5% | 20µM* | -3% | 1% | -5%

11	CCCCC1(C)OC(=O)C(=Cc2ccc(N(CC)CC)cc2)C(=O)O1 (configuration not stated)
12	COc1ccc(/C=C/c2nc(-c3ccccc3O)n[nH]2)cc1
13	O=C(CN1CCN(S(=O)(=O)/C=C/c2ccccc2)CC1)NC(=O)NCc1ccco1
14	CCSC1=C(C#N)C(c2ccccc2Cl)C(C(=O)c2cccs2)C(O)(C(F)(F)F)N1 (configuration not stated)
15	CC1CCCC(NC(=O)CNCc2ccccc2F)C1C (configuration not stated)
16	CCN1CCN(C(CNS(=O)(=O)c2ccc(Cl)cc2)c2ccccc2)CC1 (configuration not stated)
17	Cc1ccc(CSc2nnc(-c3cccs3)n2C)cc1
18	O=C(O)c1cc(-c2ccccc2)n[nH]1
19	CCc1noc(C)c1C(=O)Nc1cc(Cl)ccc1N1CCCC1
20	C/C(=N\N=C1\NC(=O)C(Cc2ccccc2)S1)c1ccccc1 (configuration not stated)
entry no. | 11 | 12 | 13 | 14 | 15 | 16 | 17 | 18 | 19 | 20
EPAC1 antag | -3% | -11% | 4% | -14% | 2% | 15% | -3% | 2% | -18% | -12%
EPAC2 agonist | 3% | 1% | 4% | 7% | 0% | 5% | 1% | 3% | 6% | 22%
TDP43 rescue | 2% | 6% | -20% | 4% | -3% | 4% | ? | / | ? | ?
FUS yeast rescue | -23% | -2% | ? | 20% | -1% | -2% | 7% | -31% | 13% | 21%
PTHR1 agonist | i | -16% | i | i | i | i | i | i | -32%[inhibitor] | -6%
EPAC1 agonist | 8% | 10% | 10% | -6% | 1% | 2% | 4% | -14% | ? | 0%
EPAC2 antag | -3% | -14% | 3% | -1% | -3% | 2% | 0% | 18% | -28% | -5%
aSyn yeast inh | 9% | -11% | 5% | 15% | 3% | 0% | 8% | / | 16% | ?

21	CC(C)N(Cc1nc(-c2ccccc2)no1)C(=O)Cc1ccccc1
22	Cc1ccc(CSCCNC(=O)c2cccc([N+](=O)[O-])c2)cc1
23	Cc1ccc(S(=O)(=O)/C(=C/Cl)NC(=O)c2ccccc2)cc1
24	CC(=O)Nc1ccc2oc(-c3cc(F)c(F)cc3Cl)nc2c1
25	CC1CCN(S(=O)(=O)c2cccc(-c3cn4cc(Cl)ccc4n3)c2)CC1
26	COc1c(O)cc2oc(-c3ccc(O)c(O)c3)cc(=O)c2c1O
27	CCN(CC)c1cc2nonc2c2nonc12
28	Cc1cc(C)c(CN2CCC(n3nccc3NC(=O)CCOc3ccccc3)CC2)cc1C
29	O=C(CNC(=O)c1ccccc1)N/N=C/C=C/c1ccccc1
30	O=C(c1ccco1)N1CCN=C1SCc1ccccc1Cl
entry no. | 21 | 22 | 23 | 24 | 25 | 26 | 27 | 28 | 29 | 30
EPAC1 antag | -2% | -7% | -7% | -12% | -3% | ? | -6% | -11% | 12% | -1%
EPAC2 agonist | 20% | 11% | -5% | 7% | -12% | 0% | 6% | 2% | -6% | 8%
TDP43 rescue | ? | ? | 19% | ? | 6% | -6% | 8% | 7% | 7% | 11%
FUS yeast rescue | 10% | / | / | 16% | 1% | -13% | -9% | -3% | 16% | -26%
PTHR1 agonist | -23% | -35%[inhibitor] | -31%[inhibitor] | -13%[57.5 µM] | -17%[57.5 µM] | -53%[inhibitor] | i | -2% | -7% | -2%
EPAC1 agonist | -4% | 11% | 2% | -6% | 14% | 7% | 6% | -11% | -10% | 3%
EPAC2 antag | -25% | -8% | -2% | 0% | 1% | -13% | -2% | -4% | 5% | -13%
aSyn yeast inh | 1% | 0% | 17% | 4% | 14% | -8% | 4% | 0% | 0% | 1%

31	O=S(=O)([N-]c1nc2ccccc2nc1-[n+]1ccc(-c2ccncc2)cc1)c1ccccc1
32	CN(C)CCN(C(=O)c1ccc2c(c1)OCCO2)c1nc2cc3c(cc2s1)OCO3
33	COc1cccc(CNC(=O)c2cnc(-c3ccccn3)nc2C(F)(F)F)c1
34	CC(=O)c1ccccc1OCCOc1ccccc1C(C)=O
35	COC(=O)[C@H](CCSC)NC(=O)Nc1cccc(C)c1C
36	Clc1ccc(OCc2cc(-c3ccccc3)no2)c(Cl)c1
37	COC(=O)C(Cc1ccc(O)cc1)NC(=O)CCC(=O)Nc1ccc(S(N)(=O)=O)cc1 (configuration not stated)
38	O=C(NNC(=O)c1ccc(O)cc1O)c1ccc(Cl)cc1
39	COc1ccc(C(=O)NNC(=S)Nc2ccccc2)cc1
40	COc1ccccc1-c1nnc(SCC(=O)O)n1-c1ccc(C)cc1
entry no. | 31 | 32 | 33 | 34 | 35 | 36 | 37 | 38 | 39 | 40
EPAC1 antag | 18% | -20% | -10% | 1% | 11% | -11% | 7% | -15% | -11% | -9%
EPAC2 agonist | ? | 8% | 2% | 10% | -2% | -7% | 9% | 11% | -1% | 8%
TDP43 rescue | 1% | 2% | 24% | 14% | -20% | 8% | 9% | -18% | 26% | -4%
FUS yeast rescue | -6% | 23% | -2% | -27% | 7% | / | 8% | 0% | 17% | 14%
PTHR1 agonist | i | -16% | -1% | -15% | -8% | -35% | -7%[57.5 µM] | i | -7% | i
EPAC1 agonist | 21% | 6% | -2% | 4% | 1% | 6% | 3% | 6% | 0% | 15%
EPAC2 antag | 59%[activator] | -8% | -5% | 2% | ? | 3% | -1% | -3% | -22% | 2%
aSyn yeast inh | -2% | -1% | 1% | -1% | -7% | 0% | 6% | -7% | -1% | 6%

41	COc1cc(S(=O)(=O)Nc2c(C)cc(C)cc2C)ccc1Cl
42	O=C(O)c1ccccc1C=NN1CCCCCC1
43	C[C@@H](C(=O)NNC(=O)c1ccc(Cl)cc1)N1C(=O)C2CC=CCC2C1=O (some centres not stated)
44	O=C(CCc1n[nH]c(=O)[nH]c1=O)N/N=C/c1ccc(Br)o1
45	CCC(C)OC(=O)C1=C(C)O[C@]23OC(N)=C(C#N)[C@]12C(=O)c1ccccc13 (some centres not stated)
46	COc1ccc(CC(=O)Nc2ccc(-c3nnc(-c4ccccc4)o3)cc2)cc1
47	Cc1ccc(NC(=O)CCN2C(=O)C3C4CCC(C4)C3C2=O)cc1[N+](=O)[O-] (configuration not stated)
48	Cc1c(OCC(=O)NCC(O)c2ccccc2)ccc2c3c(c(=O)oc12)CCC3 (configuration not stated)
49	O=C(NCC1CCCO1)C(c1cccnc1)N(C(=O)Cc1cccs1)c1cccnc1 (configuration not stated)
entry no. | 41 | 42 | 43 | 44 | 45 | 46 | 47 | 48 | 49
EPAC1 antag | -1% | 6% | -16% | 2% | -14% | -1% | -16% | -11% | 7%
EPAC2 agonist | -12% | 6% | 15% | 4% | -8% | -59%[inhibitor][15.6 µM] | 9% | 0% | 4%
TDP43 rescue | 1% | -9% | -24% | -9% | 8% | 6% | 8% | 4% | -19%
FUS yeast rescue | 11% | 12% | 9% | -34% | -20% | -5% | / | 27% | 3%
PTHR1 agonist | i | -16% | 9% | i | i | i | -23% | i | -4%[57.5 µM]
EPAC1 agonist | -3% | -3% | 6% | 4% | 3% | 2% | -6% | 0% | -2%
EPAC2 antag | 3% | 2% | -11% | -5% | -2% | 4% | -3% | -3% | 14%
aSyn yeast inh | -4% | 4% | -4% | -7% | 2% | 1% | -5% | -2% | 0%

An excerpt (hit frequency here may not be typical).
